Screening data deposited in PubChem by The Scripps Research Institute Molecular Screening Center.
PLCg1 inh: PLC-gamma1 enzyme inhibitors, primary screen, biochemical, fluorescence, purified enzyme; fluorogenic substrate; inhibition, % at 12.2 µM; 0.84% of 370,000 active; in the data active = inhibition above about 9.5%
hgDAF12 agonist: H. glycines DAF-12 receptor agonists, primary screen, cell-based, luminescence, HEK293, GAL4 fusion, UAS-luciferase; Nuclear hormone receptor DAF-12 (Heterodera glycines), GAL4 fusion; HEK293 GAL4-hgDAF12 UAS-luciferase reporter, agonist luminescence; normalized to butyrate control; activation, % at 6.8 µM; 1.8% of 370,000 active;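 active = activation above a cutoff set at the mean of all screened compounds plus 3 SD, cut at about 10% in these data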;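 also: 0% = DMSO wells and 100% = sodium butyrate wells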
DAX1 inh-1: DAX1 (NR0B1) inhibitors on StAR promoter, primary screen, cell-based, luminescence, SF-1 (NR5A1), full-length DAX-1. HEK293T StAR-luciferase reporter, SF-1/DAX-1 repression relief. inhibition, % at 6.8 µM. 1.1% of 370,000 active. AID 652010, 2013;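 active = inhibition above the mean over all tested compounds plus 3 SD, cut at about 3.6% in these data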;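 also: 0% = DAX-1 cells with DMSO and 100% = cells lacking DAX-1 with DMSO; higher inhibition means more luminescence from relief of DAX-1 repression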
FXN GAA850 act: FXN promoter activators, primary screen, cell-based, luciferase luminescence, HEK293 lucGAA850; HEK293 lucGAA850 FXN promoter luciferase reporter, 24 h; percent of 10 µM SAHA response; activation, % at 6 µM; 0.56% of 360,000 active;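 active = activation above the average of all compounds screened plus 3 SD, cutoff fixed separately per campaign, cut at about 7.5% in these data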;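 also: 0% = DMSO wells and 100% = 10 µM SAHA wells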
PLCb3 inh: human PLC-beta3 inhibitors, primary screen, biochemical, fluorescence; 1-phosphatidylinositol 4,5-bisphosphate phosphodiesterase beta-3 (Homo sapiens), Q01970; Purified PLC-beta3, fluorogenic substrate; inhibition, % at 12.2 µM; 0.18% of 370,000 active; AID 720704, 2013; in the data active = inhibition above about 11%;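 also: 0% = median of compound wells on plate and 100% = full blocker control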
Target sequence (Q01970 whole entry, looked up): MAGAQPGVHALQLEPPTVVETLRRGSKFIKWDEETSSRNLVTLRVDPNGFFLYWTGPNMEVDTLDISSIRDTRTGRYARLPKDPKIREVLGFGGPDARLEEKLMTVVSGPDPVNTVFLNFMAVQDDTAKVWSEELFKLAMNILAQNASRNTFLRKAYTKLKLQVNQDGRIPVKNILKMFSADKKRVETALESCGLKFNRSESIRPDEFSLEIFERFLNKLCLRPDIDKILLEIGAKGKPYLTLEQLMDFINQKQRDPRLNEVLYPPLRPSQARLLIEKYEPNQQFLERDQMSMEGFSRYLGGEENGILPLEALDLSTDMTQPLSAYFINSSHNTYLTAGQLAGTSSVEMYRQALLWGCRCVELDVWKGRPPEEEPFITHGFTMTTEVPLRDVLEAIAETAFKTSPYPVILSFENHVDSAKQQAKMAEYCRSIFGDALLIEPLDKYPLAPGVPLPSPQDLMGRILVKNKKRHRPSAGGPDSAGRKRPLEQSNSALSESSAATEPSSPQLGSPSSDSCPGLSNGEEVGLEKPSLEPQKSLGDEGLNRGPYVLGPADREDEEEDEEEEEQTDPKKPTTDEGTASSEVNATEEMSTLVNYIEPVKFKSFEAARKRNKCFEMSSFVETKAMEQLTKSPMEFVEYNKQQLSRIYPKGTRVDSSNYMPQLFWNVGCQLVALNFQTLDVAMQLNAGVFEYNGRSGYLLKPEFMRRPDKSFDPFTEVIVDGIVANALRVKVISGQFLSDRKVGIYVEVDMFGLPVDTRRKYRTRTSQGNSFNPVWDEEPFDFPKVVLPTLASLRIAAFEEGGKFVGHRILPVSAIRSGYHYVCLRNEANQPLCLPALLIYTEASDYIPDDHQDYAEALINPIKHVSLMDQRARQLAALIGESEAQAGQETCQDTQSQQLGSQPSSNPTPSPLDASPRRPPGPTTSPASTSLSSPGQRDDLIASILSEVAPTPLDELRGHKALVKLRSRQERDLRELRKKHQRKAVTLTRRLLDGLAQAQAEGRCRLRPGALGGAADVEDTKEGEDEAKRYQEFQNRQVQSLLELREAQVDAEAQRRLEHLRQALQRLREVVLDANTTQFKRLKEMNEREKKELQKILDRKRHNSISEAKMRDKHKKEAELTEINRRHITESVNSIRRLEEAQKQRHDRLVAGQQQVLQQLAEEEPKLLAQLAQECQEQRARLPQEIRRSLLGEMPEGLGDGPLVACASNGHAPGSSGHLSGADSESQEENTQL
DAX1 inh-2: DAX1 (NR0B1) inhibitors, primary screen, cell-based, HEK293, Gal4-DAX1, luciferase luminescence. AID 504766, 2011. Nuclear receptor subfamily 0 group B member 1 (Homo sapiens), P51843. inhibition, % at 6.75 µM. 0.99% of 340,000 active. HEK293 Gal4-DAX1 luciferase reporter;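 active = inhibition above the mean over all tested compounds plus 3 SD, cut at about 4.2% in these data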;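 also: 0% = DAX1-transfected cells with DMSO and 100% = empty-vector control cells with DMSO; inhibition shows as a rise in luminescence from relieved DAX1 repression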
HGIII-sPLA2 inh: human group III sPLA2 inhibitors, primary screen, biochemical, QFRET, BODIPY PC-A2 liposome substrate. inhibition, % at 12.2 µM. 0.56% of 370,000 active. QFRET BODIPY PC-A2 liposome hydrolysis, fluorescence. Group 3 secretory phospholipase A2 (Homo sapiens), Q9NZ20;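 active = inhibition above mean plus 3 SD of compounds lying within the high and low control bounds, cut at about 19% in these data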;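 also: 0% = median of test compound wells and 100% = no enzyme DMSO wells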
hcDAF12 agonist: H. contortus DAF-12 nuclear receptor activators, primary screen, cell-based, luminescence, HEK293, lit1-tk-luc reporter; AID 652067, 2013; HEK293 hcDAF-12 lit1-tk-luc reporter; 0% DMSO, 100% Δ7-dafachronic acid; 1.4% of 370,000 active; activation, % at 6.8 µM;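 active = activation above the mean of all tested compounds plus 3 SD, cut at about 5.5% in these data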;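 also: 100% = response to 3 µM Δ7-dafachronic acid high control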
ADAM17 inh: ADAM17 inhibitors, primary screen, biochemical, QFRET. Disintegrin and metalloproteinase domain-containing protein 17 (Homo sapiens), P78536. recombinant ADAM17, EDANS/DABCYL FRET peptide cleavage. inhibition, % at 6.95 µM. 0.83% of 370,000 active. AID 720648, 2013;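 active = inhibition above the mean of compounds lying between control limits plus 3 SD, set per campaign, cut at about 8.5% in these data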;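 also: 0% = DMSO-only wells as the low control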
ssDAF-12 act: S. stercoralis DAF-12 nuclear receptor activators, primary screen, cell-based, luminescence, HEK293, GRIP1 co-expression, lit1-tk-luc; Nuclear hormone receptor DAF-12 (Strongyloides stercoralis); HEK293 ssDAF-12/GRIP1 lit1-tk-luc reporter; % of 3 µM dafachronic acid response; activation, % at 6.8 µM; 1% of 370,000 active;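 active = activation above the mean over all tested compounds plus 3 SD, cut at about 0.9% in these data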;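 also: 0% = DMSO-only wells and 100% = 3 µM delta7-dafachronic acid wells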
ADAM10 inh: human ADAM10 inhibitors, primary screen, biochemical, QFRET, HTS; recombinant ADAM10, EDANS/DABCYL FRET peptide cleavage, 3 h; inhibition, % at 7 µM; 0.62% of 370,000 active; AID 720582, 2013;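 active = inhibition above a per-campaign cutoff equal to the mean of compounds falling between control-based bounds plus 3 SD, cut at about 20% in these data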;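 also: 0% = DMSO wells while the 100% control is not disclosed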
Active calls of the source: *.

Start of the listing, in advance (2 entries):
For CCOC(=O)N1CCN(C(=O)CSc2nc3c([nH]c4ccccc43)c(=O)n2C)CC1 the results were PLCg1 inh -1.3, hgDAF12 agonist -1.7, DAX1 inh-1 0.0, FXN GAA850 act -1.0, PLCb3 inh -0.1, DAX1 inh-2 1.1, HGIII-sPLA2 inh 1.5, hcDAF12 agonist 1.9, ADAM17 inh -2.1, ssDAF-12 act -0.6 and ADAM10 inh -9.2.
Screening CCC(C)Nc1nnnc2c1sc1nc3c(cc12)COC(C)(C)C3 (centres undefined) returned PLCg1 inh -6.7, hgDAF12 agonist 1.9, DAX1 inh-1 -0.5, FXN GAA850 act 2.0, PLCb3 inh -21.7, DAX1 inh-2 -1.8, HGIII-sPLA2 inh -1.3, hcDAF12 agonist -1.6, ADAM17 inh -7.8, ssDAF-12 act -2.3 and ADAM10 inh -2.9.

All compounds of this part, from the start:
For CCOC(=O)N1CCN(C(=O)CSc2nc3c([nH]c4ccccc43)c(=O)n2C)CC1 the results were PLCg1 inh -1.3, hgDAF12 agonist -1.7, DAX1 inh-1 0.0, FXN GAA850 act -1.0, PLCb3 inh -0.1, DAX1 inh-2 1.1, HGIII-sPLA2 inh 1.5, hcDAF12 agonist 1.9, ADAM17 inh -2.1, ssDAF-12 act -0.6 and ADAM10 inh -9.2.
Screening CCC(C)Nc1nnnc2c1sc1nc3c(cc12)COC(C)(C)C3 (centres undefined) returned PLCg1 inh -6.7, hgDAF12 agonist 1.9, DAX1 inh-1 -0.5, FXN GAA850 act 2.0, PLCb3 inh -21.7, DAX1 inh-2 -1.8, HGIII-sPLA2 inh -1.3, hcDAF12 agonist -1.6, ADAM17 inh -7.8, ssDAF-12 act -2.3 and ADAM10 inh -2.9.
`CCCCn1c(N)c(N(CC(C)C)C(=O)c2cccs2)c(=O)[nH]c1=O` gave PLCg1 inh 3.3, hgDAF12 agonist 2.1, DAX1 inh-1 1.9, FXN GAA850 act 1.6, PLCb3 inh 1.4, DAX1 inh-2 -0.7, HGIII-sPLA2 inh 2.5, hcDAF12 agonist -0.4, ADAM17 inh 1.9, ssDAF-12 act -0.7 and ADAM10 inh -4.5.
`CC(=O)Nc1ccc(C(=O)N/N=C/c2ccccc2OC(=O)c2ccc(Cl)cc2)cc1` gave PLCg1 inh -12.8, hgDAF12 agonist -1.5, DAX1 inh-1 0.0, FXN GAA850 act -1.5, PLCb3 inh -12.2, DAX1 inh-2 -1.2, HGIII-sPLA2 inh 4.5, hcDAF12 agonist 2.4, ADAM17 inh -1.4, ssDAF-12 act 0.1 and ADAM10 inh -38.1.
CC1CCN(c2oc(-c3ccco3)nc2S(=O)(=O)c2ccccc2)CC1 was read as PLCg1 inh -0.5, hgDAF12 agonist 4.3, DAX1 inh-1 -0.5, FXN GAA850 act 3.2, PLCb3 inh -5.6, DAX1 inh-2 0.6, HGIII-sPLA2 inh 3.4, hcDAF12 agonist -2.2, ADAM17 inh -4.8, ssDAF-12 act -0.8 and ADAM10 inh -17.2.
`CCOc1ccc(CCNC(=O)c2ccc(Oc3ccccc3)cc2)cc1OCC` gave PLCg1 inh -1.5, hgDAF12 agonist -2.3, PLCb3 inh -2.4, HGIII-sPLA2 inh 1.2, hcDAF12 agonist -3.4, ADAM17 inh -2.6, ssDAF-12 act -2.0 and ADAM10 inh -3.5.
Screening Cc1ccc(-c2noc(CN(C(=O)c3ccc4c(c3)OCO4)C(C)C)n2)cc1 returned PLCg1 inh -1.4, hgDAF12 agonist -0.2, DAX1 inh-1 -0.1, FXN GAA850 act 0.5, PLCb3 inh -2.6, DAX1 inh-2 1.9, HGIII-sPLA2 inh -2.0, hcDAF12 agonist -1.6, ADAM17 inh -0.8, ssDAF-12 act -1.2 and ADAM10 inh 3.3.
Screening COc1ccc(OC(C)C(=O)N(C)Cc2nc(-c3ccccc3)no2)cc1 (centres undefined) returned PLCg1 inh 0.5, hgDAF12 agonist -1.3, DAX1 inh-1 -0.8, FXN GAA850 act -2.0, PLCb3 inh -5.1, DAX1 inh-2 -1.5, HGIII-sPLA2 inh -0.4, hcDAF12 agonist -2.9, ADAM17 inh -1.2, ssDAF-12 act -0.8 and ADAM10 inh 2.1.
For COc1cc(C(=O)N/N=C/c2sccc2C)cc(OC)c1OC the results were PLCg1 inh 1.7, hgDAF12 agonist -4.6, DAX1 inh-1 1.8, FXN GAA850 act -2.9, PLCb3 inh -7.3, DAX1 inh-2 -0.9, HGIII-sPLA2 inh 2.8, hcDAF12 agonist -0.3, ADAM17 inh -3.5, ssDAF-12 act -0.2 and ADAM10 inh -5.3.
For Cc1ccc(CSc2nnc(SCC(=O)N/N=C/c3ccc(C(=O)O)cc3)s2)cc1 the results were PLCg1 inh -0.7, hgDAF12 agonist 2.1, DAX1 inh-1 1.5, FXN GAA850 act -5.8, PLCb3 inh -9.2, DAX1 inh-2 4.3*, HGIII-sPLA2 inh 4.1, hcDAF12 agonist -0.5, ADAM17 inh -4.9, ssDAF-12 act -1.6 and ADAM10 inh 0.4.
`CCN(CC)CCCNC(=O)c1cn(-c2cccc(OC)c2)c(=O)c2ccccc12` gave PLCg1 inh -1.4, hgDAF12 agonist -3.4, DAX1 inh-1 1.1, FXN GAA850 act -0.1, PLCb3 inh -6.0, DAX1 inh-2 0.1, HGIII-sPLA2 inh -1.6, hcDAF12 agonist -1.2, ADAM17 inh 6.5, ssDAF-12 act -0.8 and ADAM10 inh -10.0.
`Oc1ccccc1C=NCCN=Cc1ccccc1O` gave PLCg1 inh 0.8, hgDAF12 agonist 1.0, DAX1 inh-1 0.3, FXN GAA850 act -1.4, PLCb3 inh -4.2, DAX1 inh-2 1.9, HGIII-sPLA2 inh -1.9, hcDAF12 agonist 3.6, ADAM17 inh -3.3, ssDAF-12 act -0.1 and ADAM10 inh -9.1.
For Cc1ccccc1C(=O)OCC(=O)Nc1cccc(S(=O)(=O)N2CCCCC2)c1 the results were PLCg1 inh 0.3, hgDAF12 agonist -0.4, DAX1 inh-1 -1.4, FXN GAA850 act 0.5, PLCb3 inh 0.3, DAX1 inh-2 -0.8, HGIII-sPLA2 inh -20.3, hcDAF12 agonist 1.1, ADAM17 inh 2.1, ssDAF-12 act -2.1 and ADAM10 inh -3.4.
CS(=O)(=O)c1ccc(Cl)c(NC(=O)CSc2n[nH]c(-c3cccs3)n2)c1 was read as PLCg1 inh -2.0, hgDAF12 agonist -0.3, DAX1 inh-1 0.2, FXN GAA850 act 1.1, PLCb3 inh -7.5, DAX1 inh-2 0.5, HGIII-sPLA2 inh -7.3, hcDAF12 agonist 0.9, ADAM17 inh 0.3, ssDAF-12 act -1.6 and ADAM10 inh -12.9.
Cc1cccc(CS(=O)(=O)Cc2ccc(C(=O)NC3CCCCC3)o2)c1 was read as PLCg1 inh 1.3, hgDAF12 agonist 2.0, DAX1 inh-1 -0.4, FXN GAA850 act 0.5, PLCb3 inh -5.8, DAX1 inh-2 0.1, HGIII-sPLA2 inh -2.6, hcDAF12 agonist -0.7, ADAM17 inh -7.6, ssDAF-12 act -1.2 and ADAM10 inh -10.0.
For CCCOc1ccccc1OCC(=O)Nc1cc(Cl)ccc1-n1cncn1 the results were PLCg1 inh 11.0*, hgDAF12 agonist -3.7, DAX1 inh-1 -1.8, FXN GAA850 act 2.3, PLCb3 inh 5.3, DAX1 inh-2 -0.5, HGIII-sPLA2 inh 1.4, hcDAF12 agonist 0.1, ADAM17 inh 3.8, ssDAF-12 act -1.0 and ADAM10 inh 6.5.
`Cc1cc(=O)[nH]c(SCCOc2ccc3c(c2)CCC3)n1` gave PLCg1 inh 2.2, hgDAF12 agonist -1.5, DAX1 inh-1 0.4, FXN GAA850 act 3.4, PLCb3 inh 3.5, DAX1 inh-2 -0.6, HGIII-sPLA2 inh 5.4, hcDAF12 agonist -1.2, ADAM17 inh 0.7, ssDAF-12 act -0.6 and ADAM10 inh -8.4.
`COc1cccc(OC)c1/C=C/C(=O)NC1CCCCC1` gave PLCg1 inh -12.6, hgDAF12 agonist -1.0, DAX1 inh-1 0.0, FXN GAA850 act -0.7, PLCb3 inh -19.7, DAX1 inh-2 -1.2, HGIII-sPLA2 inh 6.1, hcDAF12 agonist -0.9, ADAM17 inh -9.2, ssDAF-12 act -0.3 and ADAM10 inh -20.4.
Screening Cn1nc(C(F)(F)F)c2cc(C(=O)O)sc21 returned PLCg1 inh -0.7, hgDAF12 agonist -1.9, DAX1 inh-1 -0.5, FXN GAA850 act 0.7, PLCb3 inh 1.4, DAX1 inh-2 3.0, HGIII-sPLA2 inh 0.6, hcDAF12 agonist -0.2, ADAM17 inh -2.8, ssDAF-12 act -0.8 and ADAM10 inh -5.2.
Screening COc1ccc(C(CC(=O)N2CCOCC2)c2c(O)cc(OC)cc2OC)cc1 (centres undefined) returned PLCg1 inh -0.5, hgDAF12 agonist -2.5, DAX1 inh-1 -0.6, FXN GAA850 act -0.2, PLCb3 inh 0.0, DAX1 inh-2 0.6, HGIII-sPLA2 inh 5.3, hcDAF12 agonist -1.3, ADAM17 inh -1.2, ssDAF-12 act -1.2 and ADAM10 inh 0.2.
Screening CSc1nc(S(=O)(=O)c2ccccc2)c(Cl)s1 returned PLCg1 inh 1.1, hgDAF12 agonist -2.5, DAX1 inh-1 -0.8, FXN GAA850 act 1.2, PLCb3 inh 2.5, DAX1 inh-2 -0.1, HGIII-sPLA2 inh -3.1, hcDAF12 agonist -1.7, ADAM17 inh 0.7, ssDAF-12 act -1.8 and ADAM10 inh 3.5.
Screening CCOC(=O)C1=C(N)Oc2ccc3ccccc3c2C1c1cccc(O)c1 (centres undefined) returned PLCg1 inh -1.4, hgDAF12 agonist 0.9, DAX1 inh-1 0.2, FXN GAA850 act -1.9, PLCb3 inh -10.1, DAX1 inh-2 -0.8, HGIII-sPLA2 inh -41.7, hcDAF12 agonist -1.4, ADAM17 inh -1.8, ssDAF-12 act -1.5 and ADAM10 inh 10.7.
For CCN1CCN(C2=NC(=O)/C(=C/c3ccc(C)o3)S2)CC1 the results were PLCg1 inh -19.6, hgDAF12 agonist 0.8, DAX1 inh-1 -0.4, FXN GAA850 act 3.5, PLCb3 inh -27.2, DAX1 inh-2 1.0, HGIII-sPLA2 inh -8.9, hcDAF12 agonist 0.1, ADAM17 inh -3.2, ssDAF-12 act -2.2 and ADAM10 inh -0.7.
